# Screens (PubChem)
# HCMV antiviral: qHTS Assay for inhibitors of the human cytomegalovirus (HCMV); HFF cells, HCMV-luciferase reporter, 72 h; stronger effect = lower value; activity change, negative = inhibition, % at 57.5 µM; hit rate 4.5% among 410,000; AID 1259415, 2018; in the data active means activity change below about -60%; inconclusive means no clear call, values can overlap the other calls; inactive means above about -39%
#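 Cell-based, HFFs, 1000 cells/well, 16 h 37C; cpds in DMSO + HCMV-luc, MOI 1 PFU/cell; 72 h 37C; OneGlo luminescence after 5 min RT; norm. to buffer vs Salinomycin 10uM.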
# Sm TGR inh: qHTS Assay for the Inhibitors of Schistosoma Mansoni Peroxiredoxins; Schistosoma mansoni thioredoxin glutathione reductase (TGR), Q962Y6; purified TGR, DTNB reduction, TNB absorbance 405 nm; Potency, µM (titrated, usually from 114 µM), without a hit: top-dose activity change, negative = inhibition, usual class: inhibitors; hit rate 3% among 360,000; AID 485364, 2010; further: potency means the concentration at half of the fitted maximal effect; nearly all actives have a fitted effect of over 60% in size
#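 TGR 20 nM + NADPH 100 uM (dispensed conc.), cpd preinc 15 min RT; start with NADPH (500 uM addition) then DTNB (15 mM addition). Kinetic TNB absorbance, 405 nm filter. Four-parameter Hill fit across titration.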
# AmpC no deterg: qHTS Inhibitors of AmpC Beta-Lactamase (assay without detergent); AmpC nitrocefin hydrolysis, absorbance 480 nm, 0.0001% Triton; Potency, µM (doses to about 57.1 µM), for the others: top-dose activity change, negative = inhibition, usual class: inhibitors; hit rate 0.52% among 330,000;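 further: potency means the concentration at half of the fitted maximal effect; plate controls were no compound for no effect and no enzyme for full effect; nearly all actives have a fitted effect of over 20% in size; some results filed as inactive show a strong effect at the top dose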
# Target sequence (P00811 whole entry, looked up): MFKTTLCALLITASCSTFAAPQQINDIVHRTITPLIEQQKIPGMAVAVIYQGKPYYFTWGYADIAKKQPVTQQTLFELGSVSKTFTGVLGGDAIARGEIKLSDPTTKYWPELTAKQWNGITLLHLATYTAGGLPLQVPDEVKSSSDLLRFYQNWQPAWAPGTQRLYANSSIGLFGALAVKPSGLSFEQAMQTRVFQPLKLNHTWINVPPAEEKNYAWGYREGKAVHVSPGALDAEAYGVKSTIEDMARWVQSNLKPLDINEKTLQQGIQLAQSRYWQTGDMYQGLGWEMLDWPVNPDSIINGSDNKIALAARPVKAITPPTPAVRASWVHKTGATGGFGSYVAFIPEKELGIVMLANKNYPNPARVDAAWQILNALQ
#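 20 mM phosphate pH 7.0 + 0.01% (detergent screen) or 0.0001% Triton X-100; 5.3 nM AmpC reagent; cpd preinc 15 min RT; nitrocefin (800 uM stock) to start; A480 q20 s × 4 min; Activity was normalised to no-enzyme and no-compound control wells.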
# Giardia FBPA inh: qHTS Assay for Inhibitors of Fructose-1,6-bisphosphate Aldolase from Giardia Lamblia. hit rate 0.71% among 290,000. AID 2451, 2010. purified Giardia FBPA. Potency, µM (highest dose often 59.6 µM), for inactives: at the top dose activity, negative = inhibition, actives largely listed as inhibitors; further: potency means the concentration at half of the fitted maximal effect; nearly all actives have a fitted effect of over 55% in size
# Target sequence (A8B2U2 whole entry, looked up): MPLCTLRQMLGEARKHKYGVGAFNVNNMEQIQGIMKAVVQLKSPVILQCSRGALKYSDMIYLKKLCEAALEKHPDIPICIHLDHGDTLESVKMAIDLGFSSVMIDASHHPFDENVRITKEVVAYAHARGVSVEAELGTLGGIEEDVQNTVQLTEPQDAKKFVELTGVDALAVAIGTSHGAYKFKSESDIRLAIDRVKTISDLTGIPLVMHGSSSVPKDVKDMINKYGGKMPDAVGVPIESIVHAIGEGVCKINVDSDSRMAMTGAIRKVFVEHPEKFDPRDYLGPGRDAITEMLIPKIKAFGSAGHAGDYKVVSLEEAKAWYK
#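 40 nM FBPA preincubated 10 min at RT with compound (up to 57.5 uM final), then substrate plus GAPDH/TPI/NAD/arsenate coupling and diaphorase/resazurin added. Fluorescence read after 20 min at RT, 525/598 nm.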
# AmpC inh detg: qHTS Inhibitors of AmpC Beta-Lactamase (assay with detergent) | AmpC hydrolysis of nitrocefin, absorbance 480 nm, 0.01% Triton | Potency, µM (series often up to 114 µM), for the others: at the highest dose activity change, negative = inhibition, hits mostly inhibitors | hit rate 0.041% among 370,000;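 further: potency means the concentration at half of the fitted maximal effect; 0% = no-compound wells and -100% = no-enzyme wells; nearly all actives have a fitted effect of over 25% in size; some results filed as inactive show a strong effect at the top dose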
#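 AmpC (5.3 nM in the dispensed reagent) in 20 mM phosphate pH 7.0 with 0.01% (detergent screen) or 0.0001% Triton X-100 was preincubated with compounds for 15 min at room temperature. Nitrocefin was then added from an 800 uM solution, and hydrolysis was followed at 480 nm.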
# AMA1-RON2 inh: qHTS for Inhibitors of AMA1-RON; Towards Development of Antimalarial Drug Lead: Primary Screen | hit rate 0.2% among 360,000 | Potency, µM (top dose mostly 58.2 µM), for the others: at the top dose activity change, negative = inhibition, usual class: inhibitors | Plasmodium falciparum AMA1 (3D7) - RON2 peptide interaction | AlphaScreen AMA1-biotinylated RON2 peptide binding;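 further: potency means the concentration at half of the fitted maximal effect; 0% = vehicle wells and -100% = peptide control; nearly all actives have a fitted effect of over 45% in size; some results filed as inactive show a strong effect at the top dose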
#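 AMA1 (3D7) with his tag at 25 nM final met compounds first, then biotinylated RON2 peptide at 25 nM; detection used donor plus acceptor beads, 10 µg/mL apiece, read by AlphaScreen after 30 min at room temperature.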
# Starred values were filed as active, the others as inactive; ? = inconclusive; nt = not tested or not shown; [ ] = another dose, or the depositor's remark. Unless noted, the call rests on the fitted dose curve; in most records, active means well fitted curve in the direction sought with a large enough effect; inconclusive means small, poorly fitted or top-dose-only effect, or another doubt; inactive means no such curve, though single readings can be large; an effect the other way counts as inactive or inconclusive. Unless noted, on the % scale 0 is the no-effect control and ±100 the full control effect.
# Screens in order: HCMV antiviral	Sm TGR inh	AmpC no deterg	Giardia FBPA inh	AmpC inh detg	AMA1-RON2 inh
1	CCCCNC(=S)N(C)/N=C/c1c(F)cccc1F
 : -90*	-3%	-41%	4%	-6%	38%[activator]
2	C[C@@H](NC(=O)c1cc2c([nH]c3ccccc32)c(-c2ccccc2)n1)C(=O)O
 : 63	27%	-24%	-10%	-5%	12%
3	CC(=O)Nc1ccc(S(=O)(=O)N2CCN(C34CC5CC(CC(C5)C3)C4)CC2)cc1
 : -30	9%	-13%	6%	1%	11%
4	Cc1cccn2c(=O)c(C(=O)NCc3ccccc3Cl)c(O)nc12
 : -5	-3%	nt	nt	27%	nt
5	O=C(O)C1OC(Oc2c(-c3ccc(O)c(O)c3)oc3cc(O)cc(O)c3c2=O)C(O)C(O)C1O (stereo not drawn)
 : nt	-22%	-26%	?	-7%	7%
6	COc1ccc(NC(=O)CSc2n[nH]c(-c3ccco3)n2)cc1
 : 3	0%[57.1 µM]	-19%	-22%	-5%	7%
7	CC(=O)c1ccc2noc(-c3ccc(C)cc3)c2c1
 : 16	-30%	-4%	-11%	-1%	29%
8	O=C(c1ccco1)N1CCCC(Nc2ccc3c(c2)OCCO3)C1 (stereo not drawn)
 : 75	-24%	-2%	nt	-6%	-6%
9	Cc1ccccc1-c1nnc(CN2CCN(c3cccc(C)c3C)CC2)o1
 : -5	3%	nt	nt	2%	nt
10	Cc1ccccc1NC(=O)Nc1ccc2c(c1)CCC2
 : 174	-22%	-18%	1%	?	0%
11	Cc1ccccc1C(=O)Nc1cccc(C(=O)OCc2cc(=O)n3c(C)csc3n2)c1
 : 10	-9%	nt	nt	-3%	nt
12	Cc1cccc(OCC(=O)Nc2ccccc2N2CCCCC2)c1C
 : -38	13%	-28%	nt	9%	-16%
13	COC(=O)c1c(-c2ccccc2OC)sc2ccccc12
 : -8	-9%	-9%	nt	-1%	16%
14	CCN(C(=O)COC(=O)/C=C/c1ccc(F)cc1)C1CCCCC1
 : 5	nt	2%	nt	nt	17%
15	CCn1c2ccccc2c2cc(CN3CCN(Cc4ccc(Br)cc4)CC3)ccc21
 : 11	2%	nt	nt	-1%	nt
16	Cc1noc(NS(=O)(=O)c2ccc(NC(=O)C(CC(C)C)N3C(=O)c4ccccc4C3=O)cc2)c1C (stereo not drawn)
 : 0	2%	-49%	18%	2%	-1%
17	O=c1[nH]c(SCCOc2ccccc2F)nc2ccccc12
 : 87	-8%	-31%	0%	-4%	2%
18	COC(=O)c1ccccc1NC(=O)c1ccco1
 : -33	-1%	-9%	12%	-12%	2%
19	N#Cc1c(N2CCSCC2)nsc1-c1ccccc1Cl
 : 74	-8%	-34%	-1%	-1%	5%
20	CSc1ccccc1NC(=S)Nc1ccc(S(N)(=O)=O)cc1
 : -33	22µM*	-16%	-4%	0%	4%
21	c1ccc(CNc2nnnn2-c2ccccc2)cc1
 : -72*	0%	-18%	-2%	-1%	0%
22	N=C1/C(=C\c2ccc(OC(=O)c3ccccc3Cl)cc2)C(=O)N=C2SC(N3CCOCC3)=NN12
 : 26	0%	-34%	nt	-14%	50%[activator]
23	CC(Sc1nnc(C2CC2)n1C1CC1)C(=O)Nc1cccc(S(=O)(=O)N2CCOCC2)c1 (stereo not drawn)
 : -15	-16%	28%	nt	?	0%
24	COc1ccc(OCCCSc2ncccn2)cc1
 : 42	3%	-8%	-4%	6%	3%
25	O=C(Cn1c(SCc2ccc(F)cc2)nc2cccnc21)Nc1ccccc1F
 : 7	-1%	nt	nt	3%	nt
26	COC(=O)c1ccc(NC(=O)c2cc(-c3ccncc3)nc3ccccc23)cc1
 : 0	-3%	31%	nt	?	-8%
27	COC(=O)c1ccc(N2CCOCC2)c(NC(=O)c2cccs2)c1
 : 16	-26%	-7%	-12%	2%	-3%
28	COc1ccc2c(c1)c(CC(=O)Nc1ccccc1OC)c(C)n2C(=O)c1ccc(Cl)cc1
 : -13	-4%	-31%	3%	7%	-22%
29	CCOc1cc(/C=N\NC(N)=O)cc(Br)c1OC(C)C
 : -25	9%	-13%	-6%	4%	-16%
30	CCc1ccc(N(C(=O)CNC(=O)c2ccco2)C(C(=O)NC2CCCC2)c2ccncc2)cc1 (stereo not drawn)
 : -10	5%	31%	6%	-8%	8%
31	COc1ccc(OC)c(N=Cc2c(O)[nH]c(=O)[nH]c2=O)c1
 : 6	0%	-11%	-15%	-3%	3%
32	CC(=O)Nc1cc(C)nn1-c1nc(C)cc(C)n1
 : 0	10%	-18%	-9%	2%	20%
33	O=C(CN(Cc1ccco1)C(=O)CCC(=O)Nc1nccs1)NCc1ccccc1
 : 38	-23%	-15%	6%	?	1%
34	O=C(Nc1ccccc1Cl)c1sccc1-c1ccccc1
 : -2	8%	-24%	19%	-10%	28%
35	COc1ccc(C(=O)N/C(=C\c2cccc3ccccc23)C(=O)N2CCN(C)CC2)cc1
 : 14	-16%	177%[activator]	nt	?	-4%
36	O=C(COc1ccccc1Cl)Nc1ccc(CN2CCCCC2)cc1
 : -11	nt	0%	-1%	5%	9%
37	CC(C)(C)c1ccc(-c2nn(CCC#N)cc2/C=N/O)cc1
 : -20	15%	1%	0%	5%	-1%
38	CCOC(=O)Cc1csc(NC(=O)COc2ccc3c(c2)CCC3)n1
 : 5	1%	-12%	nt	10%	-10%
39	COc1ccc(N2C(=O)CS/C2=N\C(=S)Nc2ccccc2)cc1
 : -19	3%	-20%	-3%	-4%	36%[activator]
40	CNc1c(NS(=O)(=O)c2ccc3c(c2)CCCC3)c(=O)oc2ccccc12
 : -1	6%	-14%	7%	-11%	12%

# Two entries drawn at random from those above:
# Screens in order: HCMV antiviral	Sm TGR inh	AmpC no deterg	Giardia FBPA inh	AmpC inh detg	AMA1-RON2 inh
18	COC(=O)c1ccccc1NC(=O)c1ccco1
 : -33	-1%	-9%	12%	-12%	2%
13	COC(=O)c1c(-c2ccccc2OC)sc2ccccc12
 : -8	-9%	-9%	nt	-1%	16%

# Next part:
# Screens in order: HCMV antiviral	Sm TGR inh	AmpC no deterg	Giardia FBPA inh	AmpC inh detg	AMA1-RON2 inh
41	Cc1ccc2c(c1)N(C(=O)CCC(=O)NCCN1CCOCC1)CC(C)O2 (stereo not drawn)
 : 19	7%	-10%	-2%	-11%	-3%
42	CCN(CC)CCN(Cc1cc2cc(C)c(C)cc2[nH]c1=O)C(=S)NCc1ccco1
 : -6	2%	-19%	4%	-4%	-20%
43	Cc1oc2cc(O)cc(C)c2c(=O)c1-c1cnn(-c2ccccc2)c1
 : ?	2%	-40%	-1%	2%	-16%
44	COc1ccc(CNC(=O)[C@H](C)NC(=O)C2CC(=O)N(c3ccc(OC)cc3)C2)cc1 (stereo partly drawn)
 : -21	-4%	-3%	3%	?	-6%
45	COc1ccc(S(=O)(=O)n2nc(-c3ccc(Cl)cc3)cc2N)cc1
 : -33	9%	-44%	-4%	4%	-8%
46	Cc1ccc(NC(=O)CSc2nc(=O)n(CCCN(C)C)c3c2CCC3)c(C)c1
 : -15	-5%	26%	nt	0%	6%
47	O=C(CSc1nccn1-c1ccccc1)Nc1nc2ccccc2s1
 : 87	0%	nt	nt	-7%	nt
48	CCOC(=O)c1oc2ccccc2c1NC(=O)c1cccc(OC)c1
 : -15	-27%	-4%	-3%	2%	15%
49	CN1CCN(c2ccc(Cl)cc2NC(=O)c2ccc(=O)n(C)n2)CC1
 : -24	2%	-9%[11.4 µM]	6%	?	2%
50	COC(=O)c1cc(NC(=O)Cn2ncc3c2-c2ccccc2OC3)cc(C(=O)OC)c1
 : 8	1%	nt	nt	0%	nt
51	Cc1ccc(CSC2=Nc3ccccc3C3=NC(CC(=O)NCc4cccs4)C(=O)N23)cc1 (stereo not drawn)
 : 35	12%	nt	nt	4%	nt
52	COc1ccccc1CNC(=O)c1cccs1
 : 47	1%	nt	-2%	3%	1%
53	COc1ccccc1Nc1nnc(Cc2ccccc2)c(=O)[nH]1
 : 4	2%	-19%	1%	3%	6%
54	COc1cccc2cc(C(=O)NCc3ccc(Cl)cc3)c(=N)oc12
 : -27	-6%	7%	10%	0%	12%
55	CCOC(=O)C1=C(CC)OC(N)=C(C#N)C1c1ccc(OC)cc1OC (stereo not drawn)
 : 59	-7%	-18%	-15%	0%	25%
56	COc1ccc(CCNC(=O)CN2C(=O)COc3ccc(S(=O)(=O)N4CCOCC4)cc32)c(OC)c1
 : ?	1%	46%	nt	3%	-4%
57	Cc1ccc(S(=O)(=O)N(C)CC(=O)N2CCc3ccccc32)cc1
 : -23	6%	-22%	-7%	-13%	-11%
58	CCC(C)NC(=O)CC(NS(=O)(=O)c1ccc(C)cc1)c1ccc(OC)cc1 (stereo not drawn)
 : -24	-10%	1%	3%	-5%	-2%
59	O=C(O)CSc1nnc(-c2cc3ccccc3o2)n1-c1ccccc1
 : 33	0%	-23%	25%	?	7%
60	CCOC(=O)C1CCCN(C(=O)c2cc3c(=O)[nH]c4ccc(C)cc4c3s2)C1 (stereo not drawn)
 : -2	-7%	nt	nt	14%	nt
61	COc1cc(NS(=O)(=O)c2ccc(NC(=O)CN3C(=O)c4ccccc4C3=O)cc2)ncn1
 : -7	9%	-34%	25%	-2%	-8%
62	COc1ccc(C2=NOC(C(=O)NCc3ccc(F)cc3)C2)cc1 (stereo not drawn)
 : -34	3%	-6%	13%	1%	-2%
63	CCCc1nnc(NC(=O)C(=O)NCCN(C)C)s1
 : 2	2%	-8%	?	-8%	68%[activator]
64	COc1ccc(OC)c(NC(=O)C(CCS(C)(=O)=O)NC(C)=O)c1 (stereo not drawn)
 : -13	0%	-17%	?	3%	13%
65	CC1(C)Oc2ccc3ccc(=O)oc3c2C(/C=N/O)=C1Cl
 : 36	0%	-22%	4%	?	10%
66	Cc1cc(C)c(C#N)c(Nc2ccccc2)n1
 : 18	-4%	-19%	1%	?	30%
67	CC(=O)Nc1nc(COc2ccccc2)cs1
 : 100	1%	-20%	0%	-10%	16%
68	CC1CCCCN1C(=O)c1cc(F)c(F)cc1Cl (stereo not drawn)
 : 21	-4%	-10%	-3%	?	13%
69	COc1ccc(-c2cccc(-c3cc(=O)oc4cc(OC)cc(OC)c34)c2)cc1
 : -73*	nt	-13%	nt	nt	-3%
70	CC1=Nc2cc(C(=O)N3CCCC3)ccc2Sc2ccc(C)cc21
 : -4	-31%	115%[activator]	0%	-5%	-8%
71	CCN(CC)P(=O)(c1n(CC)cc[n+]1CC)N(CC)CC
 : -39	-1%	1%	-1%	0%	10%
72	CCCn1c(CCC(=O)O)ccc1-c1ccc(F)cc1
 : -22	?	-24%	15%	-18%	-2%
73	CN(CCOc1ccccc1)C(=S)Nc1ccc(OC(F)F)cc1
 : 5	-1%	-14%	4%	-11%	-5%
74	O=C(CSc1nc(C2CC2)nc2ccccc12)Nc1cccc(O)c1
 : -7	0%	-14%	8%	2%	14%
